Source: PubChem BioAssay (several laboratories)
HDAC3 inhib – inhibitors of human histone deacetylase 3. recombinant HDAC3, fluorogenic peptide/trypsin coupled, fluorescence. inhibition, % at 8.3 µM. O15379. hit rate 0.15% among 320,000; in the data active means inhibition above about 26%, passing the limit was not always enough; inconclusive means no clear call, values can overlap the other calls
Target sequence (O15379 whole entry, looked up): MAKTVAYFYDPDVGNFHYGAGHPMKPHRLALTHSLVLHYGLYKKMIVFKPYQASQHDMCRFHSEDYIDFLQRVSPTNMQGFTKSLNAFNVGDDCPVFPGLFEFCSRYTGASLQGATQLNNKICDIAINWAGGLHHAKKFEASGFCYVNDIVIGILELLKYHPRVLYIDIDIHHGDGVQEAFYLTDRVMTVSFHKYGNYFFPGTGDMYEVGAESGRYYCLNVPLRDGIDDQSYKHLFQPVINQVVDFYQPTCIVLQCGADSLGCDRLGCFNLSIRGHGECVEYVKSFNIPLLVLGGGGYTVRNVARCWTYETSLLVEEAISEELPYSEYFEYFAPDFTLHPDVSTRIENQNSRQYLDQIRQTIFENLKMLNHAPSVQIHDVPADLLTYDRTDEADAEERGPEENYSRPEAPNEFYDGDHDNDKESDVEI
HIF activator – HIF pathway transcriptional activation; hit rate 0.32% among 300,000; activation, % at 7.5 µM (by protocol); U2OS HRE-luciferase reporter, luminescence; normalized: DMSO 0%, desferrioxamine 100%;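 active means mean activation of at least 10% of the iron chelator positive control signal, with at least half of replicates also reaching 10%; inconclusive means mean and replicate majority disagree about reaching 10%; inactive means mean and most replicates under 10%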
Platelet DG rel – platelet dense granule release activity; human platelet-rich plasma, SFLLRN dense granule ATP release, luminescence; inhibition, %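 (compounds screened at 7.5 µM in platelet-rich plasma)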; hit rate 0.22% among 300,000;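 active means mean replicate score, as percent of positive control, at or above 50; inconclusive means mean below 50 but at least one replicate at or above 50; inactive means mean and every replicate below 50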
AI-2 QS modul – modulators of Vibrio harveyi AI-2 quorum sensing system | hit rate 0.4% among 300,000 | activity change, % at 7.5 µM | Vibrio harveyi JMH597 AI-2 luminescence/OD600 ratio, 9 h; hits give low values; strain lacks LuxN and CqsS sensors; 0 = neutral-control median | AID 2094; in the data active means activity change below about -75%, passing the limit was not always enough; inconclusive means no clear call, values can overlap the other calls;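 further: luminescence divided by OD600 gain over 9 h not by final OD600 alone; inactives centre near 13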
aSyn UTR inh – 5' untranslated region of α-synuclein, MLPCN primary screen. alpha-synuclein 5'UTR reporter, inhibitor activity. inhibition, % (tested at 7.5 µM). hit rate 0.82% among 300,000. AID 1813; in the data active means inhibition above about 60%; inconclusive means no clear call, values can overlap the other calls;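 further: H4 neuroglioblastoma cells stably carrying SNCA 5'UTR luciferase fusion; 0% = DMSO wells and 100% = positive control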
KLF5 inh – inhibitors of KLF5 expression; DLD-1 KLF5 promoter-luciferase reporter, luminescence; inhibition, % at 5 µM; hit rate 0.23% among 290,000;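 active means inhibition above a per-plate limit of that plate's mean compound inhibition plus 3 SD, cut at about 60% in these data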;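 further: 0% = DMSO wells and 100% = LY294002 at 200 µM; higher means less KLF5 promoter-driven luciferase light; inactives centre near -14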
HSF-1 act – increases HSF-1 driven luciferase reporter signal | NIH3T3-HGL HSF-1 luciferase reporter, MG132, 8 h; 100% = twice DMSO control signal | activation, % at 9 µM | hit rate 1.7% among 300,000;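 active means mean replicate activation of at least 50% with a set share of replicates each reaching 50%; inconclusive means only one of those two conditions met; inactive means mean below 50% and too few replicates reaching it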;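 further: 0% = median of the neutral control wells and 100% = twice that signal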
HSF1 inhib – HSF1 inhibition; NIH3T3-HGL HSE-luciferase, MG132-induced, luminescence 8 h; hits give low values; activity change, negative = inhibition, % at 7.5 µM (by protocol); hit rate 0.77% among 300,000;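 active means more than half of replicate wells show activity change below -50%, luminescence cut by over half; inconclusive means some wells, but at most half, below -50%; inactive means no replicate well below -50%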;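 further: luciferase reports HSF-1 transcriptional activity via heat shock element; 0% = median of DMSO wells and -100% = zero luminescence signal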
IEC-6 cytotox – IEC-6 cytotoxicity, counter-screen for KLF5 inhibitors. hit rate 0.78% among 290,000. luminescence viability. AID 1825. inhibition, % at 5 µM; in the data active means inhibition above about 22%;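 further: 0% = plate median of test compound wells and 100% = cytotoxic reference compound wells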
HSP90 inh – inhibitors of HSP90 luciferase refolding in rabbit reticulocyte lysate; inhibition, % at 5.6 µM; luciferase refolding luminescence, 3 h; hit rate 0.91% among 290,000;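 active means inhibition above the screen-wide mean plus 3 SD, computed separately per campaign, cut at about 16% in these data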;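 further: 0% = DMSO wells and 100% = 60 µM geldanamycin wells; inhibitors lower the luminescence because luciferase stays unfolded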
* = called active by the depositor; ? = inconclusive; . = not tested or not shown. Random draw from the library, and some 5% of all compounds hit somewhere here.

SMILES	HDAC3 inhib	HIF activator	Platelet DG rel	AI-2 QS modul	aSyn UTR inh	KLF5 inh	HSF-1 act	HSF1 inhib	IEC-6 cytotox	HSP90 inh
COc1ccc(N2CCN(C(=O)C3CCCN(S(=O)(=O)c4ccc5c(c4)oc(=O)n5C)C3)CC2)cc1 (stereo unspecified)	2	0.5	-1	10	17	-7	4	2	3	0
Cc1ccc(N(CN2CCCC2=O)C(=O)c2ccc(OC(C)C)cc2)cc1	1	0.2	6	22	-39	-12	16	-6	0	-2
COc1ccc(OC)c(NC(=O)[C@@]2(CC(=O)O)CC(/C=C/c3ccccc3)=NO2)c1	3	-0.5	0	9	9	1	1	1	-2	1
O=C(COc1ccc(S(=O)(=O)NC2CCCCC2)cc1)N1CCN(c2cccc(Cl)c2)CC1	.	-0.4	-9	8	-3	-22	2	-5	-6	-1
COc1ccc(C(=O)Oc2cc(N)n(S(=O)(=O)c3ccccc3)n2)cc1	?	-0.4	7	4	3	-21	6	-11	-2	-1
O=C(Nc1cccs1)OCCN1CCN(Cc2ccccc2)CCC1=O	4	-2.0	3	30	-5	-2	-9	-2	-4	-2
Cc1c(C(=O)OCC(=O)NCc2ccc3c(c2)OCO3)cccc1[N+](=O)[O-]	2	-0.4	-4	18	-8	0	60*	15	-9	-4
COc1ccc(C=C(C#N)C#N)c(CSc2ccccn2)c1	0	0.7	3	-7	3	-56	3	2	-3	1
CC(=O)c1cc2c(cc1N)OCO2	-1	-0.4	3	16	-13	-19	28	5	-8	-3
COc1cccc(-n2c(=S)sc3c(=O)n(-c4ccccc4C)c(SCC(=O)O)nc32)c1	8	-2.3	5	26	-10	-54	15	2	-1	-4
COc1ccc(CN(C(=O)c2oc3cc(C)c(C)cc3c2C)C2CCS(=O)(=O)C2)cc1OC (stereo unspecified)	3	-0.1	4	22	17	-5	-6	2	-5	-2
O=C(CC1CCCCC1)NCc1ccccc1Cl	10	1.1	5	15	-107	-119	34	25	5	3
O=C(CN1CCN(c2ccccn2)CC1)Nc1ccc(OC(F)(F)F)cc1	-1	-1.4	5	6	12	-18	-8	-8	-2	4
COC(=O)C1=C(C)N(CCCC(=O)O)C(=O)NC1c1ccccc1Cl (stereo unspecified)	2	0.2	-2	4	-3	.	-72	-64*	.	.
COc1ccc(N2CC(=O)N(c3ccccc3)C2=S)cc1	-1	1.3	-6	16	-47	-45	13	14	0	-2
O=C(Nc1cccnc1Oc1ncnc2cc(Cl)ccc12)c1ccc(F)cc1	-3	-0.1	-3	16	5	7	4	-8	3	1
O=c1cc(NCc2ccccc2)nc2ccccn12	-5	1.6	0	-45	-33	-41	-34	-8	0	-4
C=CCN(CC=C)C(=O)C(=O)c1cc(C)n(-c2ccc([N+](=O)[O-])cc2)c1C	4	.	-4	5	.	5	.	.	-1	-1
O=C(Nc1ccccc1C(=O)NCCN1CCOCC1)c1ccc(Cl)cc1Cl	0	0.0	5	9	21	-2	-6	-7	0	1
O=C(CCNS(=O)(=O)c1ccc(Cl)cc1)NCc1ccccn1	2	-0.2	-1	6	12	-31	28	8	1	-2
CCOc1ccc(CCNC(=O)C2CC(=O)N(c3ccc4c(c3)OCCO4)C2)cc1OCC (stereo unspecified)	9	-0.4	-4	8	-4	.	-11	-4	.	.
CC(=O)N/C(N)=N/c1nc2cc([N+](=O)[O-])ccc2o1	0	1.3	2	18	-97	-55	72*	23	3	-2
C=CCn1c(SCC(=O)Nc2sccc2C(N)=O)nc2ccc(Cl)cc2c1=O	2	-0.3	-10	3	-12	-20	17	15	-11	0
CCOc1ccccc1CNC(=O)C1CCN(C(=O)c2sccc2-n2cccc2)CC1	-1	-0.5	-4	-10	28	-3	10	2	-2	-2
COc1cc(C(=O)OCCc2c(C)nc3nc[nH]n3c2=O)cc(OC)c1OC	-1	0.5	-3	0	29	-6	-12	-2	0	3
CN(c1cccc(NS(=O)(=O)c2cccc([N+](=O)[O-])c2)c1)S(C)(=O)=O	0	-0.3	-2	14	14	-7	17	3	-3	0
CN1CCN(c2ccc(-c3cccc(NC(=O)COc4ccc(Cl)cc4)c3)nn2)CC1	2	3.2	-8	29	-131	.	-19	-7	.	.
CCC(C)[C@H](NC(=O)[C@@H]1Cc2ccccc2CN1C(=O)OC(C)(C)C)C(=O)NCC1CCC(C(=O)O)CC1 (stereo partly specified)	0	-0.2	1	9	7	9	8	-1	0	2
O=Cc1c(C(=O)O)n(CC(=O)O)c2ccccc12	1	0.4	6	1	0	4	-10	-5	-4	-2
c1ccc2[nH]cnc2c1	0	0.4	-5	2	-20	.	18	-4	.	.
CC(=O)c1ccc(OCC(O)CN2CCN(c3ccc(F)cc3)CC2)cc1 (stereo unspecified)	4	-1.3	-7	19	9	-18	-1	5	-4	-2
Cc1cc(C(=O)N2CCN(c3ccc([N+](=O)[O-])cc3)CC2)co1	9	-1.5	2	13	16	-11	-15	-8	-1	4
O=C(Cc1ccc(Cl)cc1)Nc1ncccn1	7	0.3	2	-19	-26	10	8	1	1	-1
COc1cccc(-c2nc(-c3cccs3)no2)c1	-4	-0.4	1	18	-55	-72	41	16	2	5
O=C(Nc1ccc(Cl)c(C(F)(F)F)c1)[C@@H]1CC=C[C@@H]2CCN(C3CC3)C(=O)[C@@H]21	5	-1.6	-4	29	24	.	10	5	.	.
O=C(NCC1CCCCC1)c1ccco1	-5	-0.4	13	11	6	-22	7	0	-2	-4
COc1ccc(-c2c(C)nn3c(N4CCCCCC4)cc(C)nc23)cc1OC	12	-1.1	4	4	5	2	1	11	-7	-3
CSc1ccc(CCNS(=O)(=O)c2csc(C(N)=O)c2)cc1	1	0.5	2	9	-2	-37	0	-2	-6	0
CCCNC(=O)c1cccc(COCC(F)(F)C(F)F)c1	-1	.	-2	25	10	-22	-8	-2	-7	-3
O=C(c1ccccc1)N(Cc1cccc(Br)c1)C1CCS(=O)(=O)C1 (stereo unspecified)	0	0.2	-6	8	-6	4	22	-1	-8	-3
CSc1ccc(C(=O)C2CCCN(C(=O)CCc3cnn(C)c3)C2)cc1 (stereo unspecified)	-3	0.0	15	11	-13	-6	2	-5	-2	1
CC(C)(C)C(=O)Nc1nnc(SCC(=O)Nc2ccc3c(c2)OCO3)s1	2	-1.3	14	13	24	-16	-16	-1	3	0
CCOC(=O)N1CCN(C(=O)CN(C2CCCCC2)S(C)(=O)=O)CC1	4	-4.3	2	21	-11	-18	-4	-8	-2	-1
Cc1ccc(-n2nc3c(=O)n(CCCC(=O)N4CCC(C(N)=O)CC4)nc(C)c3c2C)cc1	1	0.1	-1	6	1	-19	-59	-52*	0	2
Fc1ccc(/C=N/Nc2nc3ccccc3[nH]2)cc1F	-6	-24	-6	-39	-159	-87	95*	64	10	-1
COc1ccc(/C=N/Nc2cc(C)nc3ccccc23)cc1	1	1.7	-8	12	-85	-60	-4	3	-2	2
O=[N+]([O-])c1ccc(CNc2ccc(F)cc2)s1	2	0.1	2	-2	-12	-4	4	7	0	3
O=C(Nc1nc(-c2ccccn2)cs1)c1ncc(Cl)c(Cl)c1Cl	5	0.0	0	34	-54	-8	-24	-9	-5	1
Cc1cc(C)c(C)c(S(=O)(=O)N2CCC(C(=O)NCC(c3ccccc3)N(C)C)CC2)c1C (stereo unspecified)	6	-0.3	2	6	10	-59	0	-4	-3	-3
Cc1ccc(Cn2nc3c(cc2=O)CCc2ccccc2-3)cc1	5	-0.8	-6	25	-10	-9	36	10	14	2
O=C(COc1ccc2c(c1)CCC2)N1CCN(c2cccc(C(F)(F)F)c2)CC1	6	-0.2	12	11	23	-1	.	.	-1	-1
COc1cc(OC)cc(C(=O)N[C@H](C(=O)OCC(=O)Nc2ccc(OC)c(OC)c2)C(C)C)c1	13	-0.9	1	14	-1	-8	1	1	-2	-3
C/C(CC(=O)Nc1cccc2c1CCCC2)=N\NC(=O)c1ccccc1N	1	3.6	6	17	-110	-24	57*	29	4	1
COC(=O)c1cc(OC)c(OC)cc1NC(=O)CN1C(=O)c2ccccc2C1=O	-3	-0.3	-4	22	2	-20	10	-6	5	-1
O=C(CN1CCN(CC(=O)Nc2ccccc2F)CC1)Nc1ccc2c(c1)OCCO2	0	-0.1	5	0	4	-6	14	0	0	0
COc1ccc(N2C(=O)CC(N(CCc3ccccc3)C(=O)/C=C/C(=O)O)C2=O)cc1 (stereo unspecified)	-6	-0.4	4	21	1	-28	-8	-4	-3	-1
COc1cccc(CN2CC(C(=O)N3CCN(C(C)C)CC3)CCC2=O)c1 (stereo unspecified)	-6	0.1	0	12	-27	-13	22	3	-8	-5
Cc1cc(N/N=C/c2ccccc2F)c2ccccc2n1	-4	-0.3	0	-4	18	-25	7	-4	-9	0
CC(C)C(=O)NNc1ccccc1	8	-0.2	2	-2	-12	3	8	-2	2	-6
O=C(O)c1cc(-c2ccc(Cl)c(Cl)c2)n(-c2ccccc2)n1	-5	0.9	-1	25	22	-24	?	19	-4	1

More results
SMILES	HDAC3 inhib	HIF activator	Platelet DG rel	AI-2 QS modul	aSyn UTR inh	KLF5 inh	HSF-1 act	HSF1 inhib	IEC-6 cytotox	HSP90 inh
COc1ccc(NC(=O)c2cc(-c3ccco3)nc3ccccc23)cc1S(=O)(=O)N1CCOCC1	-3	-0.9	-9	29	29	-11	-7	1	-7	-2
O=C(Cn1nnc(-c2ccccc2-n2cnnn2)n1)c1ccccc1	-3	-0.1	-9	22	-24	-19	.	.	-4	3
CCCn1c(SCC(=O)NCCc2ccccc2)nnc1-c1ccco1	6	1.7	4	21	2	-26	9	1	3	1
CCCN(CC(=O)Nc1ccccc1C)C(=O)c1ccc(-c2ccccc2)cc1	2	-0.5	18	7	5	-21	-4	-3	6	1
CCC(C)(C)n1nnnc1C(c1ccccc1OC)N1CCN(C(=O)c2ccco2)CC1 (stereo unspecified)	1	0.0	-2	3	-5	-21	12	0	2	8
COc1ccc(F)cc1CSc1nnnn1-c1ccc(O)cc1	1	477*	1	20	11	9	-29	-19	-1	-3
CN(C)c1ccc(-c2ccc3c(=O)c4ccccc4n(C)c3c2)cn1	-27	1.9	-5	7	-106	-140	-2	8	-2	-2
NS(=O)(=O)c1ccc(CCNC(=O)CSc2nc3ccccc3c(=O)n2CCN2CCOCC2)cc1	-6	-0.1	2	25	-20	-1	12	1	-4	-4
O=C(CCc1ccccc1)Nc1nc2c(F)cc(F)cc2s1	4	1.7	0	26	-99	-22	22	14	4	-2
O=C(Nc1ccc2c(c1)C(=O)OC2)c1ccc(C(F)(F)F)cc1	-6	-0.3	-8	19	-14	-38	5	0	-1	-3
CCN(CC)c1ccc(N2C(=O)CSC2=S)cc1	9	1.0	-3	15	-19	0	-8	-1	-5	-2
COc1cc(C(=O)N/N=C/c2sc(=O)n(-c3ccccc3)c2Cl)cc(OC)c1OC	2	-0.8	15	13	-38	-2	-13	4	-4	7
C[C@]12CC[C@@H]3c4ccc(O)cc4CC[C@H]3[C@@H]1CC[C@@H]2OC(=O)CCC(=O)O	-3	-0.1	-2	13	-5	-8	-16	-8	-3	3
